A-T KAP1 phos: qHTS Assay for Identifying a Potential Treatment of Ataxia-Telangiectasia; […] A-T fibroblasts, KAP-1 phosphorylation AlphaLISA; neocarzinostatin DNA damage 30 min before lysis; Potency, µM (doses to about 57.5 µM), without a hit: at the highest dose activation, most hits filed as activators; 320,000 tested, 0.19% active; also: potency is read from the fitted curve at half-maximal effect; % of control where 0% means no effect; nearly all actives have a fitted effect of over 45% in size
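ATM-like activity read as KAP-1 phosphorylation via AlphaLISA donor/acceptor antibody pairs after lysis and 6 hr at 25C. Cells were ATM-null patient fibroblasts ([…], hTERT), dosed 60 min, then exposed to the DSB inducer NCS for 30 min.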
GALK inhibitor: qHTS Assay for Inhibitors of Human Galactokinase (GALK). P51570. Purified GALK, Kinase-Glo residual ATP luminescence. Potency, µM (series often up to 57.5 µM), for inactives: at the highest dose activity change, negative = inhibition, usual class: inhibitors. 270,000 tested, 0.007% active. AID 1868, 2009; also: potency is read from the fitted curve at half-maximal effect; % is scaled to controls: 0 for no effect and ±100 for the full control effect
Target sequence (P51570 whole entry, looked up): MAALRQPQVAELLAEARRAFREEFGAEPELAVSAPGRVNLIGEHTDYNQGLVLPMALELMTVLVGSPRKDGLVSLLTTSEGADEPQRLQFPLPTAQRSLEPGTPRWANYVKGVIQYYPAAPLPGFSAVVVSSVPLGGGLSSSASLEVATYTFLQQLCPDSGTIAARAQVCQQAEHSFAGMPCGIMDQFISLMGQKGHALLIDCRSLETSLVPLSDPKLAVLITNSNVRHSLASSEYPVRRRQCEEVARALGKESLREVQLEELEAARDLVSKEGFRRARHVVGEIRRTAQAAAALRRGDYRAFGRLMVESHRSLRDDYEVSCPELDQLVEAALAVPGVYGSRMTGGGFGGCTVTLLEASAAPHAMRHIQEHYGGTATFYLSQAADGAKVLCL
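ATP-depletion format; final 35 uM ATP, 100 uM D-galactose, 5 nM enzyme; pH 8.0 HEPES/Mg2+ buffer; 60 min RT; luminescence read 10 min after detection reagent.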
KCNH2 3.1 inh: qHTS for Inhibitors of KCHN2 3.1: Mutant qHTS. U2OS KCNH2 3.1, thallium flux FluxOr; stronger effect = lower value. activity change, % (tested at about 1.8 µM). 340,000 tested, 0.95% active. AID 720553, 2013;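 active = maximum activity change below -70%; inconclusive = maximum activity change from -70% to -50%; inactive = maximum activity change above -50%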;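 also: thallium influx rate constant from kinetic fluorescence after stimulation buffer; % is scaled to controls: 0 for no effect and ±100 for the full control effect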
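Thallium flux read-out: FluxOr dye with Red40 quencher in HBSS/HEPES, 45 min at RT. Rate constants from kinetic reads were normalized to positive and negative DMSO controls. Cells: U2OS virally expressing the 3.1 isoform.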
hERG WT inh: qHTS for Inhibitors of KCHN2 3.1: Wildtype qHTS | Voltage-gated inwardly rectifying potassium channel KCNH2 (Homo sapiens), Q12809 | U2OS, BacMam KCNH2, thallium flux FluxOr; stronger effect = lower value | activity change, % at 1.84 µM | 340,000 tested, 0.37% active;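 active = maximum activity change below -70%; inconclusive = maximum activity change between -70% and -50%; inactive = maximum activity change above -50%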; also: % is scaled to controls: 0 for no effect and ±100 for the full control effect
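U2OS cells transduced with wild-type KCNH2 virus are loaded with FluxOr dye for 45 min, and thallium flux is measured in kinetic reads before and after stimulation buffer. Rate constants are normalized to DMSO controls.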
FBPA coupling cs: qHTS Assay for Inhibitors of Fructose-1,6-bisphosphate Aldolase from Giardia Lamblia: Coupling assay counterscreen; coupling enzyme system counterscreen, AmpLite Red fluorescence; activity change, negative = inhibition, % at 58.2 µM, hits read low; 290,000 tested, 0.67% active; AID 2472, 2010; in the data active = activity change below about -30%; also: % is scaled to controls: 0 for no effect and ±100 for the full control effect
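Counterscreen lacking aldolase: glyceraldehyde-3-phosphate coupling-enzyme reagent preincubated 10 min at RT with compound (at 57.5 uM final), then substrate/coupling system with AmpLite Red added; fluorescence read at 525/598 nm after 20 min RT.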
MLL CXXC-DNA inh: qHTS Fluorescence Polarization Assay for Inhibitors of MLL CXXC domain - DNA interaction | Histone-lysine N-methyltransferase 2A (Homo sapiens), Q03164 | MLL-CXXC / FITC-HOXA9 DNA fluorescence polarization | Potency, µM (titrated, usually from 115 µM), inactives show at the top dose activity change, negative = inhibition, actives largely listed as inhibitors | 290,000 tested, 0.037% active; active = well fitted inhibition curve with a large enough effect in the polarisation, with a control signal flat, not every such curve was filed as active; inconclusive = small, poorly fitted or top-dose-only effect, or effect the other way, or a change in a side signal; inactive = no such curve, though single readings can be large or run the other way; the % refers to the polarisation; also: potency is read from the fitted curve at half-maximal effect
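Fluorescence polarization: 7 uM MLL-CXXC (stock) preincubated 5 min with compounds, then 50 nM fluorescein-HOX-A9 DNA (stock) added; 30 min ambient. Buffer 50 mM Tris-HCl pH 7.5, 50 mM NaCl, 1 mM DTT, 0.05% BSA.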
ASM inhibitor: Inhibitors of Secretory Acid Sphingomyelinase (S-ASM): qHTS; Sphingomyelin phosphodiesterase (Homo sapiens), P17405; placental ASM, HMU-PC fluorogenic substrate, 60 min; Potency, µM (highest dose often 57.5 µM), for inactives: at the highest dose activity change, negative = inhibition, hits mostly inhibitors; 340,000 tested, 0.006% active; AID 504937, 2011; also: potency is read from the fitted curve at half-maximal effect
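Human placenta-derived ASM enzyme was preincubated with compound for 10 minutes at room temperature, then given fluorogenic substrate HMU-PC0 (9 uM final) for 60 minutes at 37 °C; a pH 10 stop preceded fluorescence reading at Ex 386/Em 447 nm.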
a7 integrin act: qHTS for Activators of Integrin-Mediated Alleviation for Muscular Dystrophy | alpha7betagal myoblasts, beta-gal FDG fluorescence, 48 h | Potency, µM (titrated, usually from 38.3 µM), for inactives: top-dose activation, hits mostly activators | 350,000 tested, 0.064% active;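 also: potency is read from the fitted curve at half-maximal effect; 100% = response of the positive control SU9516; nearly all actives have a fitted effect of over 60% in size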
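alpha7betagal+/- myoblasts (passage 13, 250/well) treated 48 h at 37C with compounds at 1:260 dilution of DMSO stock. Lysed, then beta-galactosidase activity read as FDG fluorescence (ex 480/em 540) after 30 min, with pre-read for autofluorescence.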
MBNL1-CUG inh: qHTS Assay for Inhibitors of MBNL1-poly(CUG) RNA binding | AID 2675, 2010 | Muscleblind-like protein 1 (Homo sapiens), Q9NR56 | 280,000 tested, 0.036% active | Potency, µM (doses to about 57.5 µM), for the others: at the top dose activity change, negative = inhibition, hits mostly inhibitors | TR-FRET MBNL1-His/biotin-(CUG)12 binding, 665/545 ratio; active = well fitted inhibition curve with a large enough effect in the signal ratio, with a control signal flat, not every such curve was filed as active; inconclusive = small, poorly fitted or top-dose-only effect, or effect the other way, or a change in a side signal; inactive = no such curve, though single readings can be large or run the other way; the % refers to the signal ratio; also: potency is read from the fitted curve at half-maximal effect; % is scaled to controls: 0 for no effect and ±100 for the full control effect
Target sequence (Q9NR56 whole entry, looked up): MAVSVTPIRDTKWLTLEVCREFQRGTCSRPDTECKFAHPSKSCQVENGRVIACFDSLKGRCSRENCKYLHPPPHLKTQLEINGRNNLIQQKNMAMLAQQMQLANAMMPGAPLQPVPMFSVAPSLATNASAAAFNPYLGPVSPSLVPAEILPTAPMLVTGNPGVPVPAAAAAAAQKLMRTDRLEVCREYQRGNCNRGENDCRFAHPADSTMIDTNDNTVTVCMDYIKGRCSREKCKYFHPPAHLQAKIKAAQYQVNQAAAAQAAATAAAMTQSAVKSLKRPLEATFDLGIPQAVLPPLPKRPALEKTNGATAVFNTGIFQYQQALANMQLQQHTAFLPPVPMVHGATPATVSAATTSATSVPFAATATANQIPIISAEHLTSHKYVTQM
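Compounds (final 92 nM to 58 uM) are added to His-tagged MBNL1 and biotin-(CUG)12, then terbium anti-His antibody and streptavidin-XL665 (5 nM final). After 60 min at room temperature, the 665/545 nm ratio is read.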
TRPV1 agonist: HTS Assay for Compounds that Act as Agonists of the Vanilloid Receptor 1; TRPV1-expressing cells, Fluo-8 calcium influx, agonist mode; AID 540275, 2011; Transient receptor potential cation channel subfamily V member 1 (Homo sapiens), Q8NER1; activation, % at 8.33 µM; 320,000 tested, 0.19% active; in the data active = activation above about 80%; inconclusive = between about 30% and that limit; also: 0% is about no effect
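Fluo-8 calcium influx in TRPV1-expressing cells, kinetic read (ex 480/em 520 nm). Compound added and read 3 min for agonist activity, followed by capsaicin at EC20 final and 2 min further read for enhancement.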
* hit, by the source's call; u = inconclusive; x = no result given; [ ] = remark or other dose. Unless noted, calls follow the shape of the dose curve; as a rule, active = well fitted curve in the direction sought with a large enough effect; inconclusive = small, poorly fitted or top-dose-only effect, or another doubt; inactive = no such curve, though single readings can be large; an effect the other way counts as inactive or inconclusive.

molecule | A-T KAP1 phos | GALK inhibitor | KCNH2 3.1 inh | hERG WT inh | FBPA coupling cs | MLL CXXC-DNA inh | ASM inhibitor | a7 integrin act | MBNL1-CUG inh | TRPV1 agonist
O=C1N(Cc2cccnc2)C[C@@H]2C[C@@H](c3cccc(C(F)(F)F)c3)N3CCC[C@@]123 | 0.8% | 10.2% | -1.5 | 8.5 | 1.0 | -0.3% | -0.9% | -15.6% | -2.8% | 2.5
CCOC(=O)c1c(C)[nH]c(C(=O)OCC(=O)NCc2ccccc2)c1C | 3.5% | x | 13.9 | -9.7 | x | x | -1.4% | -8.4% | x | x
CCCn1nnc(NC(=O)/C=C/c2ccco2)n1 | 5.1% | -1.6% | 2.9 | -1.6 | -3.0 | -1.9% | 3.5% | -3.4% | x | x
O=C(CSc1nc2cc(S(=O)(=O)N3CCOCC3)ccc2o1)NC1CCCc2ccccc21 (stereo not drawn) | -10.7% | 1.4% | -1.3 | -0.1 | -0.5 | 3.6% | -0.9% | -12.7% | 10.9% | 29.9
CCOc1ccccc1NC(=O)Nc1cccc(NC(C)=O)c1 | 8.9% | 4.4% | 1.7 | -0.1 | 0.2 | -12.7% | -3.9% | 0.0% | -7.7% | 0.0
CCOc1ccccc1CNn1cnnc1 | x | x | 0.4 | -5.7 | x | x | -0.5% | 2.4% | x | x
Cc1ccc(C(=O)NCc2nc3ccccc3[nH]2)o1 | -6.7% | -2.4% | 11.8 | 7.7 | -0.3 | u | 6.1% | 2.6% | -4.3% | 2.3
CCN(c1ccccc1)S(=O)(=O)c1cccc(C(=O)O)c1 | -1.1% | 4.5% | -19.8 | -7.0 | 16.3 | -9.0% | -2.5% | 14.6% | -4.5% | 1.8
Cc1cc(NC(=O)CCC(=O)N(CC(=O)NC2CCCC2)Cc2ccc(F)cc2)no1 | -16.1% | 0.3% | 0.4 | -4.0 | 3.3 | 15.3% | 1.1% | -7.3% | -1.6% | -2.0
COc1ccc(C(=O)Cn2cnc3ccc(Cl)cc3c2=O)cc1F | -2.2% | 5.3% | 31.8 | 1.9 | 1.9 | 16.4% | -3.8% | -5.0% | 55.9%[activator] | 27.2
Clc1cccc(C2Nc3cccc4cccc(c34)N2)c1 | -10.4% | 6.3% | 7.8 | 2.8 | -3.8 | -11.4% | -7.7% | u | 8.0% | -13.7
Cn1nnc(NC(=O)c2cccc([N+](=O)[O-])c2)n1 | -9.5% | 1.9% | 16.7 | -25.1 | 4.3 | 2.2% | 2.9% | u | u | 2.1
O=C1N=C(N2CCOCC2)S/C1=C/c1cc2c(cc1[N+](=O)[O-])OCO2 | -17.7% | -2.2% | 9.9 | 1.6 | 0.8 | -28.0% | -3.1% | -50.5%[inhibitor] | x | x
Nc1cc(=O)[nH]c(SCC(=O)NCC2CCCO2)n1 (stereo not drawn) | 7.0% | 3.9% | 8.6 | -0.6 | 0.8 | -4.4% | 0.1% | 17.1% | 7.2% | -2.8
Cc1nc(N)c(Cc2ccc(Cl)cc2Cl)c(N)n1 | 5.4% | 0.4% | 0.4 | -1.9 | 0.0 | 1.0% | 1.6% | -11.7% | 4.3% | 1.8
Cc1ccc(S(=O)(=O)N2[C@@H](c3ccc(Br)cc3)C(C(=O)O)=C[C@H]2CC2CCCC2)cc1 | 10.3% | x | -2.5 | -8.7 | x | x | 7.7% | 1.3% | x | x
Cc1ccc2cc(CCNC(=O)c3ccc(Br)o3)c(=O)[nH]c2c1 | -11.0% | -3.2% | -1.7 | -0.6 | -1.6 | -2.8% | -2.9% | 6.6% | -3.0% | 1.2
CC(C)CNC(=O)c1ccc(NC(=O)c2cccs2)cc1 | 0.8% | -0.2% | 6.1 | -2.1 | -0.4 | 11.0% | 0.3% | -17.1% | x | 4.0
COc1cccc(CN(C(=O)c2ccco2)C(C(=O)NC2CCCC2)c2cccnc2)c1 (stereo not drawn) | 10.2% | 3.5% | 9.1 | 1.1 | 2.0 | 6.5% | -3.3% | 5.0% | -9.8% | 2.8
N#Cc1cc(Oc2ccc(Cl)cc2)c(N2CCOCC2)cc1C#N | x | x | 1.6 | 1.5 | x | x | -17.8% | 15.7% | x | x
CCOC(=O)c1c(C)[nH]c(C(=O)CSc2nnc(-c3ccncc3)n2CC)c1C | -6.2% | -0.1% | -11.6 | -16.5 | -5.6 | -4.1% | -5.0% | -17.9% | 4.4% | 0.7
COc1ccc(OCc2csc(N)n2)cc1 | 1.3% | -1.7% | 0.1 | -2.4 | 1.2 | -1.8% | -0.3% | -10.6% | -2.0% | -0.9
Oc1c(Br)cccc1/C=N/Nc1c(F)c(F)c(F)c(F)c1F | 17.4% | 0.4% | -1.1 | -7.0 | 4.3 | 4.0% | 9.8% | -54.3%[inhibitor] | -11.8% | -5.8
CCOc1ccccc1NC(=O)COC(=O)C(CC(C)C)N1C(=O)C2CC=CCC2C1=O (stereo not drawn) | 1.4% | 0.7% | 7.8 | 0.9 | 1.8 | -3.1% | -1.5% | 19.5% | 0.7% | 26.7
O=C(CN1C(=O)NC(Cc2c[nH]c3ccccc23)C1=O)NCCc1ccccc1 (stereo not drawn) | 2.0% | 3.7% | -1.5 | 5.3 | 5.3 | -5.4% | -4.1% | 15.2% | -2.6% | 1.4
S=C(NC1CCCC1)NC1CC1 | 6.9% | 2.3% | x | -10.0 | -0.5 | 8.6% | -0.6% | 10.7% | -7.6% | 0.9
CC1(C)Cc2cccc(OCC(O)CN3CCN(c4ccccn4)CC3)c2O1 (stereo not drawn) | 3.6% | 0.2% | -5.3 | -2.1 | 0.9 | -0.5% | -0.9% | 6.9% | -3.4% | 0.2
COc1cc(NC(=S)N2CCC(C(N)=O)CC2)c(OC)cc1Cl | 1.5% | 13.9% | -14.7 | -5.8 | 2.5 | 21.1% | 0.6% | u | -2.7% | 1.1
O=c1cc(-c2ccccc2)nc2cc(-c3ccco3)[nH]n12 | 2.3% | -5.7% | 9.7 | 3.6 | 0.0 | 13.5% | 6.6% | 0.9% | 1.4% | 0.7
O=C(NC1CCCC1)C(c1ccncc1)N(Cc1ccccc1)C(=O)Cc1cccs1 (stereo not drawn) | 6.2% | -1.6% | -0.5 | -0.7 | 2.9 | 8.0% | 1.9% | -13.7% | 5.2% | 2.8
Cc1cc(C(=O)Nc2c(F)c(F)c(F)c(F)c2F)n(-c2ccccc2)n1 | 0.1% | 5.5% | 3.2 | -6.6 | -1.9 | 7.2% | -1.8% | 19.9% | 1.7% | 7.0
Cc1cc(S(=O)(=O)N2c3ccc(F)cc3CCC2C)ccc1-n1cnnn1 (stereo not drawn) | 5.4% | 4.5% | -3.4 | 1.8 | 0.0 | 26.2% | -0.1% | 5.8% | 1.3% | -1.8
CC1=C(C(=O)OCC2CCCO2)C(c2ccccc2)C2=C(CC(C)(C)CC2=O)N1 (stereo not drawn) | 2.2% | 1.5% | 3.9 | -1.5 | -0.2 | -4.2% | x | -8.6% | 6.6% | 16.0
CCOCc1cnc(C)nc1NCC(=O)c1c(C)[nH]c2ccc(OC)cc12 | x | 0.3% | x | x | -48.7* | -1.5% | -0.9% | 19.2% | -1.7% | -4.4
CC1CCC(N2CCN(S(=O)(=O)Cc3ccccc3)CC2)CC1 (stereo not drawn) | 2.8% | 5.6% | 7.5 | 2.8 | 3.2 | 8.5% | 1.1% | 0.0% | 1.4% | 3.2

Taken from above:
`CCOC(=O)c1c(C)[nH]c(C(=O)OCC(=O)NCc2ccccc2)c1C` | A-T KAP1 phos = 3.5%
`O=C(CSc1nc2cc(S(=O)(=O)N3CCOCC3)ccc2o1)NC1CCCc2ccccc21` (stereo not drawn) | MLL CXXC-DNA inh = 3.6%

Assay outcomes from PubChem.
